Screens (PubChem)
GRK2 inh: blocks RNA aptamer binding to human GRK2. P25098. bead flow cytometry, FAM-aptamer displacement from GRK2. inhibition of aptamer binding, % at 10 µM. hit rate 0.59% among 330,000;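 active = inhibition of aptamer binding above 40%, roughly 3 SD of noise, on plates passing a quality check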;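 note: median bead fluorescence of bound FAM aptamer so fluorescent compounds give negative values; no value below 0 was filed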
Target sequence (P25098 whole entry, looked up): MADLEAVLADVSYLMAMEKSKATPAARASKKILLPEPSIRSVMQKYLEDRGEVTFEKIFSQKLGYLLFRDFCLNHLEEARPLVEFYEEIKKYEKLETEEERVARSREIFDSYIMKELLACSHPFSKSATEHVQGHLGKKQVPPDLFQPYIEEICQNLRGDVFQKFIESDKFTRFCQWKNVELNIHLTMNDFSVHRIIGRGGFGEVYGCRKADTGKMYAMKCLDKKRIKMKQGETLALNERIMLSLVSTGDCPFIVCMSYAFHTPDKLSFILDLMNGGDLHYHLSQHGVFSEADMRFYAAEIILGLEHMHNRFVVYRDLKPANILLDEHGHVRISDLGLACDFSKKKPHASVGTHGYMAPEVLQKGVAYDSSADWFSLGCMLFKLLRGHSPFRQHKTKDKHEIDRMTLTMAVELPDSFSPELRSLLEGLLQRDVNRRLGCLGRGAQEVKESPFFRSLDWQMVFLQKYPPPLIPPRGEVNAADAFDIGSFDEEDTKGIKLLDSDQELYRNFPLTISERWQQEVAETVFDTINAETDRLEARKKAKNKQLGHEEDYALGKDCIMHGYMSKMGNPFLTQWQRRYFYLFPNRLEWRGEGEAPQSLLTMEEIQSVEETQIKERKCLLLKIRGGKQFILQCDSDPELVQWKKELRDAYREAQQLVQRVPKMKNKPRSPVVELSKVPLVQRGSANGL
Yeast superoxide: lowers age-related superoxide in aged yeast cells. S. cerevisiae aged cells, superoxide DHE fluorescence; hits give low values. superoxide response (% of plate mean), % at 10 µM. hit rate 0.18% among 330,000;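 active = superoxide response under a set limit, about three screen SD below normal, cut at about 65% in these data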;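 note: yeast aged for seven days with compound at 30 °C before DHE staining; 100% = average MFI of all compound-treated wells on the plate with controls excluded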
VLA-4 inh: inhibition in a human VLA-4 binding assay; hit rate 0.2% among 330,000; AID 2557; VLA-4 expressing cells, ligand binding flow cytometry; inhibition, % (about 7 µM as worked out from the volumes in the protocol); in the data active = inhibition above about 50%
CIT2 TOR yeast: yeast TOR pathway CIT2-GFP modulation | S. cerevisiae CIT2-GFP strain, flow cytometry, 3 h; 100 means same as DMSO wells | GFP response vs DMSO, % at 10 µM | hit rate 0.065% among 320,000 | AID 2029;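 active = GFP response relative to DMSO above a set limit, near the screen mean plus 3 SD, cut at about 150% in these data; inconclusive = Fewer than 70 cells measured for a yeast strain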;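 note: ratio of well median GFP fluorescence to mean of DMSO wells on the plate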
MEP2-GFP yeast: alters MEP2-GFP fluorescence in TOR pathway yeast screen; S. cerevisiae MEP2-GFP strain, flow cytometry GFP, 3 h; 100% = DMSO control level; GFP response vs DMSO, % at 10 µM; hit rate 0.51% among 330,000; AID 2016;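 active = GFP response versus DMSO above a set limit, roughly screen mean plus 3 SD, cut at about 180% in these data; inconclusive = fewer than 70 cells counted for a yeast strain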;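 note: median GFP fluorescence of the barcode-gated MEP2-GFP cells per well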
RPL19A-GFP yeast: alters RPL19A-GFP fluorescence in TOR pathway yeast screen | S. cerevisiae RPL19A-GFP strain, flow cytometry, 3 h; hits give low values | hit rate 0.3% among 330,000 | percent response vs DMSO, % at 10 µM | AID 2025;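 active = percent response vs DMSO below 50%; inconclusive = fewer than 70 events counted for the yeast strain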;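 note: median channel GFP fluorescence of the barcoded RPL19A-GFP strain; ratio of sample median GFP to plate DMSO average so 100% = DMSO; lower means less RPL19A-GFP as with rapamycin TOR inhibition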
AGP1 TOR yeast: yeast TOR pathway AGP1-GFP modulation; S. cerevisiae AGP1-GFP multiplex flow cytometry, 3 h; GFP as percent of DMSO wells; GFP response vs DMSO, % at 10 µM; hit rate 0.02% among 320,000; AID 2066;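 active = GFP response relative to DMSO above a set limit, near screen average plus 3 SD, cut at about 150% in these data; inconclusive = fewer than 70 cells counted for the yeast strain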;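 note: median GFP channel fluorescence of the gated AGP1 strain per well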
LAP4 TOR yeast: alters LAP4-GFP fluorescence in TOR pathway yeast screen. S. cerevisiae LAP4-GFP multiplex, flow cytometry GFP, 3 h; median GFP as percent of DMSO wells. GFP response vs DMSO, % at 10 µM. hit rate 0.34% among 320,000. AID 2023;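 active = GFP response vs DMSO above a set limit, about the screen mean plus 3 SD, cut at about 150% in these data; inconclusive = under 70 cell events counted for the yeast strain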
An asterisk follows results filed as active; ? = inconclusive; . = no result given; & = joins results of further samples; [ ] = remark or other dose.

SMILES	GRK2 inh	Yeast superoxide	VLA-4 inh	CIT2 TOR yeast	MEP2-GFP yeast	RPL19A-GFP yeast	AGP1 TOR yeast	LAP4 TOR yeast
O=C(COC(=O)c1nn(-c2ccccc2)c(=O)c2ccccc12)NC1CCS(=O)(=O)C1 (stereo unspecified)	1	114	-1	92	97	107	97	102
COc1ccc(Cc2nc3ccc(S(=O)(=O)N4CCOCC4)cc3[nH]2)cc1	0	103	-4	94	96	93	95	93
Cc1ccc2nc3c(cc(C#N)c(=N)n3Cc3cccnc3)c(=O)n2c1	7	102	6	88	126	72	84	92
O=C(O)CN1C(=O)/C(=C\c2cccc(OCc3ccccc3)c2)SC1=S	5	146	13	92	108	109	126	147
CCCNC(=O)CSc1n[nH]c(=O)n1CCc1ccccc1	0	105	1	90	100	96	86	84
O=C(O)CCC(=O)NCC(=O)c1ccc(F)cc1	0	110	31	98	109	102	112	112
CN1CCN(C(=O)C2CCCCC2C(=O)O)CC1 (stereo unspecified)	1	110	36	101	97	99	99	96
O=C(CN(C(=O)CSc1nnc(COc2ccccc2)o1)c1ccc(F)cc1)NC1CCCC1	0	108	9	101	100	96	102	99
Cc1ccccc1CC1(CO)CCCN(Cc2c(C)nn(C)c2Cl)C1 (stereo unspecified)	0	98	0	102	103	105	102	91
COc1ccc(C(C(=O)NCCC(C)C)N(CCO)C(=O)c2snc(C(N)=O)c2N)cc1 (stereo unspecified)	0	107	-7	106	99	104	103	96
COc1cc2ccccc2cc1C(=O)Nc1ccc2oc(=O)ccc2c1	1	106	-7	87	90	102	93	84
CCCCCn1c(=O)[nH]c2cc(C(=O)NCCN3CCC(C)CC3)ccc2c1=O	0	94	6	97	99	101	99	114
Cc1ccc(-n2c(SCc3nc4ccccc4[nH]3)nnc2-c2ccncc2)cc1	0	96	7	96	100	100	100	98
CON/C=C(\C=Nc1ccccc1)c1ncc(C(F)(F)F)cc1Cl	0	101	30	93	101	98	103	94
O=C(O)c1ccc(S(=O)(=O)NCc2ccc3c(c2)OCO3)cc1	3	99	2	100	105	102	96	88
O=C(CN1C(=O)C2C3CC(C(Br)C3Br)C2C1=O)OCC(=O)c1cccc([N+](=O)[O-])c1 (stereo unspecified)	1	111	2	91	100	97	96	102
Fc1ccccc1C1c2[nH]c3ccccc3c2CCN1CCCn1cccn1 (stereo unspecified)	0	96	10	99	100	99	100	93
O=C(CN1CCN(CCOCCO)CC1)N1c2ccccc2Sc2ccc(Cl)cc21	0	118	-12	95	90	98	100	99
CCC(C(=O)NC1CCCCCC1)n1nc(C)c2c(C)n(-c3ccccc3)nc2c1=O (stereo unspecified)	2	141	-12	102	103	98	101	111
Cc1oc(-c2cccs2)nc1CS(=O)CC(=O)NCc1ccc2c(c1)OCO2 (stereo unspecified)	0	95	-1	115	105	115	114	110
O=C1NCC(O)=C1C=NCCO	0	105	-3	107	101	100	103	104
Cc1ccccc1CN(c1ccc(C(=O)NCc2cccnc2)cc1)S(C)(=O)=O	2	99	3	96	91	95	102	94
NS(=O)(=O)c1ccc(NC(=S)Nc2ccc(C(=O)N3CCCCC3)cc2)cc1	0	107	5	.	99	97	98	93
O=S(=O)(Nc1ccc(N2CCOCC2)cc1)c1cc(Cl)ccc1Cl	1	92	-5	99	102	100	103	96
OCCNc1nc(Nc2ccc(Cl)c(Cl)c2)nc2ccccc12	0	119	1	106	108	98	95	93

Later entries
SMILES	GRK2 inh	Yeast superoxide	VLA-4 inh	CIT2 TOR yeast	MEP2-GFP yeast	RPL19A-GFP yeast	AGP1 TOR yeast	LAP4 TOR yeast
COc1cc(O)c2c(=O)c3c(O)ccc(O)c3oc2c1	4	104	42	104	107	112	105	115
O=C(/C=C/c1ccco1)Oc1cc(Br)cc(/C=N/NC(=O)c2ccccc2O)c1	0	97	17	?	296*[may fluoresce violet]	37*[may fluoresce violet]	18[may fluoresce violet]	72[may fluoresce violet]
CCOc1ccc(C(=O)C[n+]2cccc3cc(C)ccc32)cc1	0	106	-193	108	116	100	102	108
c1ccc(Oc2cccc(Oc3ccccc3)n2)cc1	.	90	4	70	101	96	91	131
S=C(Nc1cccc(Cl)c1)Nc1cccc2cnccc12	4	82	2	101	95	97	95	100
COc1ccc(C(=O)Nc2nnc(Cc3ccc(OC)c(OC)c3)s2)c(OC)c1	1	102	10	102	113	101	103	105
Cc1ccc(C)c2[nH]c(=O)c(CCNC(=O)C(C)(C)C)cc12	0	114	16	95	97	98	104	94
CCCC1C2C(=O)N(c3ccccc3OCC)C(=O)C2ON1c1ccccc1 (stereo unspecified)	3	95	22	94	91	90	94	88
COc1ccc(N2CC(C(=O)OC(C)C(=O)c3ccccc3)CC2=O)cc1 (stereo unspecified)	1	114	0	101	104	93	94	107
Cc1nn(C)c(C)c1/C=N/O	0	94	-3	101	106	105	106	105
COCCNC(=S)N1CCN(c2nc(-c3ccc(Cl)cc3)cs2)CC1	1	106	44	94	99	95	93	104
COC(=O)C1=C(C)N(CC2CCCO2)C(=O)C1 (stereo unspecified)	0	99	-3	109	105	101	104	106
CC1CCC(NC(=O)COC(=O)CSc2ccc(C(N)=O)cc2[N+](=O)[O-])CC1 (stereo unspecified)	0	108	-5	83	98	93	86	97
CCOC(=O)C1CCN(c2c(Nc3cc(C)cc(C)c3)c(=O)c2=O)CC1	0	92	3	114	115	103	106	113
Cc1onc(-c2ccccc2)c1C(=O)N/N=C/c1cccc(O)c1	1	89	10	96	99	102	101	94
COc1ccc(N(C(=O)c2ccco2)C(C(=O)NC2CCCC2)c2ccc(N(C)C)cc2)cc1OC (stereo unspecified)	3	111	15	103	106	98	101	109
COc1ccccc1NC(=S)c1ccccc1	0	78	-8	96	96	101	93	82
O=C(O)c1cc(S(=O)(=O)Nc2ccc(OCc3ccccc3)cc2)ccc1Br	2	94	0	96	102	103	101	96
O=C(O)/C=C\C(=O)Nc1ccc(Oc2ccccc2)cc1	0	107	6	92	90	89	96	75
COc1ccc(S(N)(=O)=O)cc1C(=O)OCCCC(=O)c1ccccc1	1	98	15	97	96	100	99	98
Cc1[nH]c2ccccc2c1C(=O)C(=O)N1CCN(C(=O)c2ccco2)CC1	0	100	0	105	99	106	95	103
COc1ccc(CNC(=O)C2COc3ccccc3O2)c(OC)c1 (stereo unspecified)	4	100	0	87	90	96	98	107
COc1ccccc1NC(=O)COC(=O)c1cc2ccccc2cc1O	0	103	6	101	95	98	102	99
COc1ccc(NC(=O)N(C)C[C@H]2Oc3ccc(NS(=O)(=O)c4ccc(F)cc4)cc3C(=O)N([C@H](C)CO)C[C@@H]2C)cc1	5	106	-1	90	95	93	96	112
CCCNC(=O)CN(c1ccccc1)S(=O)(=O)c1ccc(OC)c(OC)c1	0	96	-1	91	112	102	106	118

Following part.
SMILES	GRK2 inh	Yeast superoxide	VLA-4 inh	CIT2 TOR yeast	MEP2-GFP yeast	RPL19A-GFP yeast	AGP1 TOR yeast	LAP4 TOR yeast
Cc1ccc(NC(=S)Nc2cccnc2)c(S(=O)(=O)N2CCCCC2)c1	3	105	10	100	104	100	100	101
CCC(C)NC(=O)C1CCC(=O)N1CCc1ccccc1 (stereo unspecified)	1	96	6	110	111	100	104	102
Cn1cccc1Cc1nnc(SCC(=O)Nc2ccc3c(c2)OCO3)n1CCc1ccccc1	2	97	-11	108	106	101	103	99
CCc1cc2c(CN(C)Cc3ccccc3F)cc(=O)oc2cc1O	1	96	11	108	101	109	108	101
CCNc1ccc(C(=O)OCC(=O)NC(=O)NCC(C)C)cc1[N+](=O)[O-]	0	101	8	99	100	105	94	98
COc1ccc2c(c1)c(C(O)CN1CCC(Cc3ccccc3)CC1)c(C)n2C (stereo unspecified)	0	97	5	93	94	95	89	.
Cc1cccc(Oc2ncnc3oc(-c4ccccc4)cc23)c1C	0	97	4	109	96	101	102	98
OCCOCCN1CCN(C2=Nc3ccccc3Sc3ccccc32)CC1	1&6	101&91	34&48	93&88	95&99	99&84	98&94	110&143
Cc1cc(C)c(C(=O)COC(=O)CN2C(=O)NC3(CCCC3)C2=O)cc1C	0	96	-8	104	97	97	96	96
CCn1cc(CN2CCN(CC(C)(C)C)C(CCO)C2)c2ccccc21 (stereo unspecified)	0	95	3	97	96	95	136	83
Cn1nccc1C(=O)N1CCOCC1	1	90	5	99	87	100	97	81
COc1ccc2nc(/N=C(\N)NC(=O)N3c4ccccc4Sc4ccccc43)nc(C)c2c1	0	116	22	90	102	96	101	122
Clc1ccccc1-c1ccc2ncnc(NCc3cccs3)c2c1	0	91	2	95	92	95	98	97
O=C(O)/C=C/C(=O)NCCC1=CCCCC1	3	90	-2	102	105	101	107	96
COc1cc(C(=O)/C=C/Nc2ccc(NC(C)=O)cc2)cc(OC)c1OC	2	95	3	89	75	104	93	88
Cc1nc2oc3c(NCc4ccccn4)ncnc3c2c2c1COC(C)(C)C2	0	97	1	105	100	100	100	94
Cc1ccc(C(C(=O)NC2CCCCC2)N2CCCC2)cc1 (stereo unspecified)	0	89	-2	106	100	99	102	99
Cc1cc(C)n2nc(SCC(=O)N(CCC#N)c3ccccc3F)nc2n1	2	76	4	96	99	100	103	102
COc1ccc2oc(=N)c(C(=O)Nc3ccccc3Cl)cc2c1	1	99	-6	96	101	95	97	100
CC(C(=O)O)n1c2ccccc2c2cn[nH]c(=O)c21 (stereo unspecified)	1	91	8	99	101	103	100	90

Record cards (already shown). Order of screens: GRK2 inh | Yeast superoxide | VLA-4 inh | CIT2 TOR yeast | MEP2-GFP yeast | RPL19A-GFP yeast | AGP1 TOR yeast | LAP4 TOR yeast
Results for `Cn1cccc1Cc1nnc(SCC(=O)Nc2ccc3c(c2)OCO3)n1CCc1ccccc1` → 2 | 97 | -11 | 108 | 106 | 101 | 103 | 99
Results for `Clc1ccccc1-c1ccc2ncnc(NCc3cccs3)c2c1` → 0 | 91 | 2 | 95 | 92 | 95 | 98 | 97

In another format: entries from further up.
smiles | GRK2 inh | Yeast superoxide | VLA-4 inh | CIT2 TOR yeast | MEP2-GFP yeast | RPL19A-GFP yeast | AGP1 TOR yeast | LAP4 TOR yeast
Cc1ccc(NC(=S)Nc2cccnc2)c(S(=O)(=O)N2CCCCC2)c1 | 3 | 105 | 10 | 100 | 104 | 100 | 100 | 101
CCC(C)NC(=O)C1CCC(=O)N1CCc1ccccc1 (stereo unspecified) | 1 | 96 | 6 | 110 | 111 | 100 | 104 | 102
Cn1cccc1Cc1nnc(SCC(=O)Nc2ccc3c(c2)OCO3)n1CCc1ccccc1 | 2 | 97 | -11 | 108 | 106 | 101 | 103 | 99
CCc1cc2c(CN(C)Cc3ccccc3F)cc(=O)oc2cc1O | 1 | 96 | 11 | 108 | 101 | 109 | 108 | 101
CCNc1ccc(C(=O)OCC(=O)NC(=O)NCC(C)C)cc1[N+](=O)[O-] | 0 | 101 | 8 | 99 | 100 | 105 | 94 | 98
COc1ccc2c(c1)c(C(O)CN1CCC(Cc3ccccc3)CC1)c(C)n2C (stereo unspecified) | 0 | 97 | 5 | 93 | 94 | 95 | 89 | .
Cc1cccc(Oc2ncnc3oc(-c4ccccc4)cc23)c1C | 0 | 97 | 4 | 109 | 96 | 101 | 102 | 98
OCCOCCN1CCN(C2=Nc3ccccc3Sc3ccccc32)CC1 | 1&6 | 101&91 | 34&48 | 93&88 | 95&99 | 99&84 | 98&94 | 110&143
Cc1cc(C)c(C(=O)COC(=O)CN2C(=O)NC3(CCCC3)C2=O)cc1C | 0 | 96 | -8 | 104 | 97 | 97 | 96 | 96
CCn1cc(CN2CCN(CC(C)(C)C)C(CCO)C2)c2ccccc21 (stereo unspecified) | 0 | 95 | 3 | 97 | 96 | 95 | 136 | 83
Cn1nccc1C(=O)N1CCOCC1 | 1 | 90 | 5 | 99 | 87 | 100 | 97 | 81
COc1ccc2nc(/N=C(\N)NC(=O)N3c4ccccc4Sc4ccccc43)nc(C)c2c1 | 0 | 116 | 22 | 90 | 102 | 96 | 101 | 122
